yeast sgs1 mgt1: NCI yeast anticancer drug screen, S. cerevisiae sgs1 mgt1 strain; growth inhibition, % at 50 µM; 10% of 78,000 active;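 also: 0% = growth of vehicle-only cultures of the same strain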
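This yeast growth screen uses a strain with defined DNA-repair lesions; compound-treated growth is compared with vehicle-treated growth.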
bub3: NCI yeast anticancer drug screen, S. cerevisiae bub3 mutant strain; 9.9% of 78,000 active; AID 167, 2004; growth inhibition, % at 50 µM;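 also: 0% = growth of vehicle-only cultures of the same strain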
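Steps: expose the mutant yeast strain to compound; grow alongside vehicle-treated cultures; measure growth; express inhibition against the vehicle cultures.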
yeast cln2 rad14: NCI yeast anticancer drug screen, S. cerevisiae cln2 rad14 strain | % growth inhibition at 50 µM | 8.3% of 78,000 active | AID 165, 2004;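 also: 0% = growth of vehicle-only cultures of the same strain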
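Readout is yeast growth inhibition versus vehicle-treated controls, using a strain with cln2 and rad14 alterations exposed to compound.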
mec2-1: NCI yeast anticancer drug screen, S. cerevisiae mec2-1 strain. growth inhibition, % at 50 µM. 9% of 79,000 active. AID 157, 2004;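 also: 0% = growth of vehicle-only cultures of the same strain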
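Vehicle-treated cultures served as reference for growth inhibition of compound-exposed mec2-1 yeast.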
rad50: NCI yeast anticancer drug screen, S. cerevisiae rad50 strain; 10% of 79,000 active; growth inhibition, % at 50 µM;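 also: 0% = growth of vehicle-only cultures of the same strain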
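Growth of the mutant yeast was measured after compound exposure and referenced to vehicle-treated cultures.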
mlh1 rad18: NCI yeast anticancer drug screen, S. cerevisiae mlh1 rad18 strain; growth inhibition, % at 50 µM; 11% of 79,000 active; AID 175, 2004;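 also: 0% = growth of vehicle-only cultures of the same strain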
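Vehicle-treated cultures served as the reference for growth inhibition in a yeast strain carrying DNA damage repair alterations exposed to each compound.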
Numbers without * were called inactive; & = joins results of further samples; ! = not active in a repeat. Rule as the data show it: active = growth inhibition above about 70%; inactive = the rest.

Structure,yeast sgs1 mgt1,bub3,yeast cln2 rad14,mec2-1,rad50,mlh1 rad18
CCOC1(C)OC2OC(COC(c3ccccc3)(c3ccccc3)c3ccccc3)C(O)C(O)C2O1 (configuration not stated),95*!,76*!,28&25,7&29,49&63,50&51
CC(=O)NC(C)(CO)C(=O)O (configuration not stated),19,7,13,13,23,14
CN(C)C(=S)c1cccc2ccccc12,-2,-27,-31,-10,5,-8
CCC(=O)Nc1ccccc1-c1ccccc1,17,-2,8,19,26,2
CCCCOC(=O)C(C)OC(=O)OCCOCCOC(=O)OCC(CC)CC (configuration not stated),25,47,-6,18,53,45
O=[N+]([O-])c1ccc(N/N=C(\c2ccccc2)C(O)c2ccccc2)c([N+](=O)[O-])c1 (configuration not stated),25,12,47,8,49,10
N#CCC(=O)N1CCCCC1,10,3,-3,-12,-8,-20
C=CCNC(=S)Nc1cccc(OC(=O)Nc2ccc(Cl)c(Cl)c2)c1,-18,1,-23,-11,-16,-12
CC(C)COC(c1ccc2c(c1)OCO2)C(C)Br (configuration not stated),22,48,0,39,34,58
CC1(CI)COC(c2ccccc2)(C2CCCCC2)OC1 (configuration not stated),5,-16,35,-5,3,16
c1ccc(-c2ccnc3c2ccc2c(-c4ccccc4)ccnc23)cc1,92*,90*,92*,93*,91*,90*
COc1ccc([C@@H]2C[C@@H]3C(=O)OC(=O)[C@@H]3c3c2c2ccccc2n3C)cc1,35,20,30,14,32,5
O=C([O-])C(=O)[N-]CCC[N-]C(=O)C(=O)[N-]CCC[N-]C(=O)C(=O)[O-].[Cu+2].[Cu+2].[Na+],4,-8,-22,-14,-8,9
O=S(=O)(Nc1cccnc1)c1cccnc1,31,25,45,5,33,18
CC(=O)OC1COC(n2cnc(C#N)c2C#N)C(OC(C)=O)C1OC(C)=O (configuration not stated),13,-4,16,-1,29,0
CC(C)=CCC/C(C)=C/CN1C(=O)CC(C)=C(C)C1=O,69,43,37,64,60,62
Cc1cc(/C=C/c2cccc[n+]2C)c(C)n1-c1ccccc1,96*,17,91*,92*,96*,94*
Cc1ccccc1S(=O)(=O)NC1c2ccccc2Oc2ccccc21,-5,2,-12,-4,-10,-8
CC1(C)CSC(C)(C)C(=O)N1,-4,-2,-7,-2,5,-1
O=C1c2cccc3cccc(c23)C(=O)N1Cc1ccco1,45,40,44,36,41,25
O=C(O)c1ccc(Nc2nc3ccccc3nc2-c2cccs2)cc1,6,12,21,19,3,-10
Nc1ccc(S(=O)(=O)N/N=C/c2ccccc2)cc1,12,-34,34,0,10,30
COC(=O)NC1CCC(=O)N1Cc1ccccc1 (configuration not stated),-3,6,-8,7,-20,-3
CN1CCCC1c1cccnc1.O=C(O)c1ccccc1O.O=C([O-])c1ccccc1[OH2+].O=C([O-])c1ccccc1[OH2+].[Mn+2] (configuration not stated),-25,-29,-31,0,-3,4
Cc1ccc(Sc2cc(Cl)c(Cl)cc2C)cc1,-2,-1,-33,-8,-11,-6
Cc1c(N=Nc2cccc(Cl)c2Cl)c(-c2ccccc2)nn1C(=S)S,56,25,36,43,54,28
C=CC(O)CN(C)C (configuration not stated),-11,1,-8,-4,3,-1
O=C(CCl)N/N=C/c1ccccc1,32,24,41,34,24,59
Cc1[nH]c2c(C)cccc2c1CC(=O)O,6,11,-13,3,14,-2
Cc1cc(=O)oc2c(-c3ccccc3)nnc(Cl)c12,16,18,14,15,21,40
CC1CCCN(C(=O)Nc2ccccc2)C1 (configuration not stated),-10,5,10,-1,14,1
COc1cc(C(c2cc3c(cc2O)OCO3)N2CCOCC2)ccc1O (configuration not stated),73*,43,48,57,45,50
COc1ccc2c(c1OC)C(CC(C)=O)N1CCc3cc4c(cc3C1C2=O)OCO4 (configuration not stated),2,-13,19,-26,-6,-15
COCCc1ccncc1,-31,-16,-6,-35,-1,-8
Nc1ccc(C(=O)NO)c(O)c1,-8,19,-42,19,6,-6
CC(=O)OC(C(=O)O)C(OC(C)=O)C(OC(C)=O)C(=O)O (configuration not stated),14,6,-6,19,22,8
CCCc1[nH]nc(C(N)=O)c1N=NN(C)C,44,0,13,14,95*,73*
CCCNC(=O)OCc1c(COC(=O)NCCC)c(-c2ccc(Cl)c(Cl)c2)n2c1CCC2,51,46,23,41,62,56
N#CC1C2C1C1C=CC2n2c(=O)n(-c3ccccc3)c(=O)n21 (configuration not stated),3,7,27,2,3,5
CC(C)(C)c1ccc(OC(=O)NCCCCCCNC(=O)Oc2ccc(C(C)(C)C)cc2)cc1,5,-3,92*,24,-6,-8
COC(=O)C1(C)OS(=O)(=O)c2ccccc21 (configuration not stated),0,-4,-35,-7,0,5
Cc1cc(CC(=O)c2ccccc2)[nH]c(=O)c1,-31,-11,-4,-13,-11,-18
CCc1cccc(CC)c1NC(=O)Nc1cc(Cl)ccc1C,5,30,-8,6,2,8
C[C@@]1(NC(=O)Cc2ccccc2)C(=O)N2CCS[C@@]21c1ccccc1,-21,13,-3,1,0,2
OCCN1CCOC(O)(c2cccc(C(F)(F)F)c2)C1 (configuration not stated),-17,-5,-59,-12,-15,-14
C#CCCCCC#Cc1ccccc1C(=O)C=[N+]=[N-],-5,13,22,19,17,22
CN(O)C(=O)CCCCCCCCC(=O)N(C)O,15,-36,-35,-11,7,16
O=C(O)CC(Cc1ccc2c(c1)OCO2)C(=O)O (configuration not stated),-34,-55,-34,-2,-6,3
COc1ccc(Cc2cc(OC)c(OC)c(OC)c2)cc1O,-16,20,-22,11,2,-21
CCOC(=O)C12CC(COc3ccc([N+](=O)[O-])cc3)ON1OC(COc1ccc([N+](=O)[O-])cc1)C2 (configuration not stated),17,-4,2,8,24,28

No new results follow: an excerpt of the list.
Structure,yeast sgs1 mgt1,bub3,yeast cln2 rad14,mec2-1,rad50,mlh1 rad18
C#CCCCCC#Cc1ccccc1C(=O)C=[N+]=[N-],-5,13,22,19,17,22
CN(O)C(=O)CCCCCCCCC(=O)N(C)O,15,-36,-35,-11,7,16
O=C(O)CC(Cc1ccc2c(c1)OCO2)C(=O)O (configuration not stated),-34,-55,-34,-2,-6,3
COc1ccc(Cc2cc(OC)c(OC)c(OC)c2)cc1O,-16,20,-22,11,2,-21
CCOC(=O)C12CC(COc3ccc([N+](=O)[O-])cc3)ON1OC(COc1ccc([N+](=O)[O-])cc1)C2 (configuration not stated),17,-4,2,8,24,28

Next section.
Structure,yeast sgs1 mgt1,bub3,yeast cln2 rad14,mec2-1,rad50,mlh1 rad18
CCCCCCCCC#CCCCCCCC(F)C(=O)O (configuration not stated),-8,-1,12,-25,13,-46
CC(C)(C)c1ccc(OCCOCCOc2ccc(C(C)(C)C)cc2S(N)(=O)=O)c(S(N)(=O)=O)c1,-20,-4,10,-23,0,-6
O=C1CSC(c2c(F)cccc2F)N1c1nncs1 (configuration not stated),17,-31,-31,-3,20,16
C1=CC(=CN2CCc3ccccc3C2)C=C1,3,-9,-7,-8,3,6
OC1C=COC2COC(c3ccccc3)OC12 (configuration not stated),6,-5,-21,-9,4,10
CCO/C=C1/N=C(c2ccc(OC)c(OC)c2)OC1=O,19,-7,-68,6,-6,12
O=C(O)C(CO)(c1ccccc1)c1ccccc1,-8,-2,-2,-4,-3,0
COc1ccc(N=C2C(=Nc3ccc(OC)cc3)N(c3ccc(N(C)C)cc3)C(=S)N2c2ccc(OC)cc2)cc1,-26,15,-10,-25,-11,-9
NC(=O)N/N=C/C=C/c1ccccc1,-7&7,-14&0,-20&8,3&13,-1&18,7&5
Cc1nn(C(=O)c2ccncc2)c(C)c1N=Nc1ccc([N+](=O)[O-])cc1,50,24,13,35,39,20
CC(=O)c1cc2cc(Br)ccc2oc1=O,16,14,25,18,14,24
Cc1cccc(C)c1NC(=O)CCc1nnc2s/c(=C\c3ccc(Cl)cc3)c(=O)n12,-22,-6,22,-10,-25,-10
Cn1c(/C=N/N2CCOCC2)cnc1[N+](=O)[O-],-1,-37,-15,-11,-11,0
Nc1nc(N)nc(-c2ccc(NC(=O)c3ccccc3[N+](=O)[O-])cc2)n1,-2,9,10,-2,23,19
O=C1C=C(c2c(-c3ccccc3)[nH]c3ccccc23)C(=O)N1c1ccccc1,50,48,40,56,21,30
COc1cc(C(CC(=O)O)CC(=O)O)cc(OC)c1OC,25,16,7,-9,-2,13
COc1cc(OC)c(OC)cc1/C=C1/N=C(c2ccccc2)OC1=O,13,9,24,-20,1,8
CC1=NN(C)C(=O)C1,2,-3,0,3,1,9
Cc1ccc(C2CCCN(C)O2)cc1 (configuration not stated),-11,-24,-10,2,6,0
CC(C)C1OC(N)=C(C#N)C1(C#N)C#N (configuration not stated),-7,-19,-12,27,9,-39
Cc1cccc(C)c1NC(=O)CNc1cn[nH]n1,-9,18,-66,-1,-22,8
CC(C)n1cc(C(C)(C)C)nc1SSc1nc(C(C)(C)C)cn1C(C)C,37,29,1,-7,18,24
COCc1ccccc1P(c1ccccc1COC)c1ccccc1COC,42,10,16,19,31,36
CC(=O)/C(=C/N1CCNC1=S)C(=O)Nc1ccccc1C,-16,-22,-7,-61,-49,27
NC1=Nc2ccccc2Sc2nnc(-c3ccc(Cl)cc3)n21,-12,-15,-3,-3,2,5

Individual results from above:
In mlh1 rad18, Cc1cccc(C)c1NC(=O)CCc1nnc2s/c(=C\c3ccc(Cl)cc3)c(=O)n12 has the entry -10
In mlh1 rad18, CCO/C=C1/N=C(c2ccc(OC)c(OC)c2)OC1=O has the entry 12
In yeast sgs1 mgt1, O=C1C=C(c2c(-c3ccccc3)[nH]c3ccccc23)C(=O)N1c1ccccc1 has the entry 50
In yeast cln2 rad14, COc1cc(OC)c(OC)cc1/C=C1/N=C(c2ccccc2)OC1=O has the entry 24
In bub3, Cc1nn(C(=O)c2ccncc2)c(C)c1N=Nc1ccc([N+](=O)[O-])cc1 has the entry 24
In mlh1 rad18, COCc1ccccc1P(c1ccccc1COC)c1ccccc1COC has the entry 36

Next part.
Structure,yeast sgs1 mgt1,bub3,yeast cln2 rad14,mec2-1,rad50,mlh1 rad18
NC(=S)C(=S)N/C=C(/c1ccc(Cl)cc1)S(=O)(=O)Cc1ccc(Cl)cc1,97*,97*,95*,96*,97*,97*
CC(C)(C)OC(=O)c1ccc(NCc2cc(O)ccc2O)cc1,91*,89*,90*,89*,87*,87*
COc1ccc(/C=N\NC(=O)N/N=C/c2ccc(OC)c(Br)c2)cc1Br,45,39,50,40,44,72*
O=C(/C=C(/CC(=O)c1ccccc1)C(=O)c1ccccc1)c1ccccc1,-11,-10,-22,-23,-13,-31
O=C(NC(Nc1ccc(F)c(Cl)c1)(C(F)(F)F)C(F)(F)F)OCc1ccccc1,-23,-6,3,-1,-1,24
O=c1[nH]c(=O)n(C2OC(CO)C(O)C2O)c2ccccc12 (configuration not stated),-8,-5,-2,-6,8,4
COc1ccc(-c2c3c([nH]c(=S)c2C#N)CCC3)cc1,33,29,23,4,9,34
O=[N+]([O-])c1ccc(N/N=C/CCS(=O)(=O)c2ccccc2)c([N+](=O)[O-])c1,10,-2,12,5,23,8
CC(=O)Oc1ccc(-c2ccccc2)cc1Br,92*,94*,85*,96*,94*,98*
C=CCc1ccccc1NC(C)C(=O)OCC (configuration not stated),8,3,-41,-6,-2,-2
CCOc1ccccc1NC(=O)C(=O)C(C(=O)c1ccc2ccccc2c1)C1OC(=O)c2ccccc21 (configuration not stated),14,12,-50,4,-4,0
CC(C(=O)n1nnc2ccccc21)N(c1ccccc1)c1ccccc1 (configuration not stated),-25,-42,-33,-17,-51,-19
CCOC(=O)c1ccc(C#N)cc1,-11,-16,-8,-57,-8,5
O=C1c2ccccc2C(=O)N1Cc1ccc(CCl)s1,-1,22,10,7,8,6
O=C(O)/C=C/c1cccs1,-6,-14,-30,-16,-1,-11
Cc1cc(Cl)c(=O)n(-c2ccc(Cl)cc2)n1,9,15,5,-5,27,45
Cc1ccc(C2(C(=O)C=[N+]=[N-])OC2(C)C)cc1 (configuration not stated),-14,-2,-5,-14,-51,15
CCNc1cc2oc(=O)cc(C)c2cc1C,-11,-19,8,-22,-31,-28
CC(=O)OCC1OC(n2ccc(=O)[nH]c2=O)C(OC(C)=O)C(OC(C)=O)C1OC(C)=O (configuration not stated),21,-25,45,-21,-22,25
NC(CCCCC(=O)O)C(=O)O (configuration not stated),-13,-11,-38,-22,-30,0
Cc1ccc(S(=O)(=O)N/N=C2/C3CCC(C3)C2c2ccccc2)cc1 (configuration not stated),-28,-2,4,-29,-45,-26
Cn1c(=O)c2[nH]c(CSc3ccccc3)nc2n(C)c1=O,6,22,-2,-5,9,-15
C/C=C(/I)CBr,2,12,3,1,28,21
O=[N+]([O-])c1cc(Br)ccc1P(=O)(O)O,-1,17,8,9,9,-5
CCCCCNC1=C(OC)C(=O)C(NCCCCC)=C(OC)C1=O,-7,0,-67,-10,-6,-10

Screening results (PubChem)
